Spn DPM-DC inh: inhibitors of Streptococcus pneumoniae diphosphomevalonate decarboxylase. purified DPM-DC, PK/LDH coupled NADH fluorescence. calls only at 10 µM. 65,000 compounds, 0.49% hits;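 active = the 320 compounds with the highest percent inhibition in the single-dose primary screen, excluding strongly autofluorescent ones, cut at about 32% in these data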;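 also: kinetic rate of NADH fluorescence loss reporting ADP formed by the decarboxylase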
TNAP inhibition: human TNAP enzyme inhibitors, biochemical, luminescent (AID 518); one-dose inhibition, % at 20 µM; IC50 in µM for titrated hits; 64,000 compounds, 0.09% hits; purified TNAP enzyme, luminescent substrate readout; higher % means a stronger effect; in the data active = a potency from the dose series; inactive = the rest, 99 in 100 with inhibition below about 22%;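 also: plate controls were vehicle for no effect and reference inhibitor for full effect; many of its hits are not listed in these tables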
MK inhibit: inhibitors of Streptococcus pneumoniae mevalonate kinase; purified MK, PK/LDH-coupled NADH absorbance 340 nm; 65,000 compounds, 0.48% hits; inhibition, % at 10 µM;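 active = ranked among the strongest by inhibition in the single 10 µM screen, a fixed top-ranked set picked for dose follow-up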; also: no value below 0 was filed
HPDE-C7K KRASV12: viability loss of HPDE-C7K cells – cell-based, fluorescence, HTS, primary screen (AID 431); HPDE-C7K KRASV12 cells, Alamar Blue viability, 48 h; higher % means a stronger effect; cytotoxicity, % at 10 µM, or EC50 in µM where a hit was titrated; 63,000 compounds, 1.7% hits;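 active = compounds whose percent cytotoxicity in the single-dose primary screen, scaled between solvent and toxic-drug controls, exceeds 50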;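 also: 0% = DMSO solvent wells and 100% = doxorubicin-treated wells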
PMK inhibit: inhibitors of Streptococcus pneumoniae phosphomevalonate kinase; purified PMK, PK/LDH-coupled NADH absorbance 340 nm; inhibition, % at 10 µM; 65,000 compounds, 0.49% hits; AID 539;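 active = top-ranked compounds by inhibition in the single 10 µM screen, taking a fixed number of the strongest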;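 also: 0% = full reaction with DMSO carrier and 100% = background rate without enzyme reaction; no value below 0 was filed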
HPDE-C7 cytotoxicity: cytotoxicity in HPDE-C7 cells, cell-based, fluorescence, HTS (AID 430) | HPDE-C7 pancreatic duct cells viability, fluorescence; higher % means a stronger effect | one-dose cytotoxicity, % at 10 µM; EC50 in µM for titrated hits | 63,000 compounds, 1.8% hits;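 also: cells exposed to compound for 48 hours before viability readout; 0% = vehicle and 100% = reference cytotoxic drug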
Bfl-1 displacement: Bfl-1 inhibitors, primary screen, biochemical, fluorescence polarization, FITC-Bid, mouse (AID 432) | FITC-Bid BH3 peptide fluorescence polarization displacement; higher % means a stronger effect | one-dose displacement, % at 20 µM; IC50 in µM for titrated hits | 64,000 compounds, 0.02% hits; in the data active = a potency from the dose series; inactive = the rest, 99 in 100 with displacement below about 15%; also: strong numbers were not always called active
HT1080 viability: HT1080 cell viability loss – fluorescence readout (AID 620). one-dose cytotoxicity, % at 10 µM; EC50 in µM for titrated hits. 87,000 compounds, 0.42% hits. HT1080 viability, fluorescence; higher % means a stronger effect;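 also: cells exposed to compound overnight then 4 h with Alamar Blue; 0% = vehicle DMSO and 100% = killing control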
LYP inhibition: inhibition of human PTPN22 tyrosine phosphatase – biochemical, DiFMUP fluorescence, recombinant catalytic domain, 10 µM, primary screen (AID 606) | inhibition, % at 10 µM, or IC50 in µM where a hit was titrated | recombinant LYP catalytic domain, DiFMUP fluorescence; higher % means a stronger effect | 52,000 tested, under 10 active;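 active = IC50 under 40 µM in the dose-response test; inactive = IC50 of 40 µM or more, or never dose-tested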
PMK inhibit pilot replicates: recorded beside PMK inhibit, whose call it bears; inhibition, %; measured here: pilot screen replicates
MK inhibit pilot replicates: second read-out of MK inhibit, no call of its own (marks repeat the call); inhibition, %; measured here: pilot screen replicates
Spn DPM-DC inh pilot screen %: further read-out of Spn DPM-DC inh, marked with its call; inhibition, %; measured here: pilot screen trials
Numbers without * were called inactive; i = inactive; · = not tested or not shown. Rule as the data show it, unless noted: active = cytotoxicity above about 50%; inactive = the rest. Hits appear at their usual frequency (roughly 3.3% active in at least one column).

SMILES	Spn DPM-DC inh	TNAP inhibition	MK inhibit	HPDE-C7K KRASV12	PMK inhibit	HPDE-C7 cytotoxicity	Bfl-1 displacement	HT1080 viability	LYP inhibition	others
OC(CN1CCN(c2ccccn2)CC1)Cn1c2ccccc2c2ccccc21 (stereo not given)	i	14%	0	53%*	9	44%	-3%	16%	2%	PMK inhibit pilot replicates=0.0;MK inhibit pilot replicates=7.0;Spn DPM-DC inh pilot screen %=2.5
Cc1c(N=C/C=C/c2ccccc2)c(=O)n(-c2ccccc2)n1C	i	16%	8	-2%	0	-1%	3%	7%	9%
Cc1ccc(C)c(NS(=O)(=O)c2ccc(OCC(=O)N3CCOCC3)cc2)c1	i	3%	5	-3%	2	2%	-3%	5%	11%
COc1ccc(C2CC(c3ccc(Cl)cc3Cl)n3nc(N)nc3N2)cc1 (stereo not given)	i	17%	5	4%	6	1%	1%	-6%	5%	PMK inhibit pilot replicates=3.5;MK inhibit pilot replicates=6.0;Spn DPM-DC inh pilot screen %=5.0
Cc1cc(C)nc(-n2nc(C)cc2NC(=O)c2ccc(Br)o2)n1	i	15%	0	22%	15	26%	40%	0%	6%	PMK inhibit pilot replicates=0.5;MK inhibit pilot replicates=0.0;Spn DPM-DC inh pilot screen %=2.5
Cc1cc(-c2csc(N)n2)c(C)n1CCc1ccccc1	i	11%	1	99%*	12	78%*	0%	·	-2%
CC1CCN(C(=O)C2CCCN(S(C)(=O)=O)C2)CC1 (stereo not given)	i	1%	0	-4%	8	0%	2%	-14%	·
COc1ccc(C2N(c3cccc(Cl)c3)C(=O)C3CCCN32)cc1 (stereo not given)	i	7%	14	10%	20	-4%	-2%	-1%	3%
Cc1cc(C(=O)Nc2sc3c(c2C#N)CCCCC3)cs1	i	17%	5	24%	2	18%	5%	10%	·	PMK inhibit pilot replicates=0.0;MK inhibit pilot replicates=0.0;Spn DPM-DC inh pilot screen %=4.5
Cn1c(SCC(=O)c2ccc3c(c2)OCO3)nnc1-c1ccccn1	i	18%	7	3%	0	-3%	-4%	4%	11%
Nc1cc(C(F)(F)F)ccc1C(=O)O	·	9%	0	-2%	19	-4%	4%	-1%	12%
Cc1ccc2c(c1)NC(=O)C(CC(=O)NCCN(C)C)O2 (stereo not given)	i	0%	6	-2%	7	-9%	1%	3%	7%
COc1cc(Nc2cc(C)nc3nc(C)nn23)cc(OC)c1OC	i	6%	9	-6%	17	-1%	-3%	4%	1%
CCc1cc2c(SCC(=O)c3cccs3)ncnc2s1	i	13%	4	·	8	·	2%	6%	·
Cc1ccc(C(c2nnnn2C(C)(C)C)N2CCc3ccccc3C2)cc1 (stereo not given)	i	11%	12	4%	4	-1%	10%	-8%	6%
CCOC(=O)C1=C(C)NC(=O)C1(NC(=O)c1cccnc1)C(F)(F)F (stereo not given)	i	13%	0	-48%	0	-28%	-14%	2%	-4%
CCOc1ccc(-n2nc(C(=O)N3CCOCC3)c3ccccc3c2=O)cc1	i	5%	0	1%	11	4%	-1%	4%	-8%
COc1ccc(-c2cc(C(F)(F)F)nc(SCC(=O)N3CC(C)OC(C)C3)n2)cc1OC (stereo not given)	·	9%	0	-1%	8	1%	-5%	-25%	·
COCc1nc2ccccc2n1Cc1ccccc1	i	1%	0	-8%	0	-15%	-1%	0%	9%
O=C(COC(=O)c1ccccc1Oc1ccccc1)NCc1ccco1	i	12%	11	·	9	·	1%	-1%	9%
Clc1cccc(-c2nn3c(-c4cccc(Cl)c4)nnc3s2)c1	i	19%	4	-3%	0	5%	6%	-12%	·
CCOc1ccccc1Oc1c(C)oc2c(CN3CCN(CCO)CC3)c(O)ccc2c1=O	·	3%	5	5%	9	3%	-4%	18%	3%
Cn1c(N)c(C(=O)COC(=O)CCC(=O)c2cccs2)c(=O)n(C)c1=O	i	3%	4	-6%	6	-1%	-8%	-1%	13%
CCOC(=O)CCCCC(=O)c1[nH]c(=O)[nH]c1Cn1cnc2ccccc21	i	8%	5	·	8	·	-4%	0%	15%
Cc1nn(CCCC(=O)N2CCc3ccccc3C2)c(=O)c2cc3sccc3n12	i	0%	5	-2%	4	-7%	-3%	-7%	7%
Carrying on.
SMILES	Spn DPM-DC inh	TNAP inhibition	MK inhibit	HPDE-C7K KRASV12	PMK inhibit	HPDE-C7 cytotoxicity	Bfl-1 displacement	HT1080 viability	LYP inhibition	others
O=C1C2CCCN2C(c2ccc(F)c(F)c2)N1c1cccc(Cl)c1 (stereo not given)	i	10%	7	-2%	13	-10%	-2%	2%	-3%
Cc1ccc(S(=O)(=O)N2CCN(C(=O)N3CCOCC3)C2C(C)C)cc1 (stereo not given)	i	4%	0	10%	4	15%	-2%	-4%	15%
O=C(Nc1ccc(NC(=O)C2CCCN2C(=O)OCc2ccccc2)cc1)c1ccco1 (stereo not given)	i	·	2	·	10	·	·	1%	·
O=C(CN(c1ccc(F)cc1)S(=O)(=O)c1ccc2c(c1)OCCO2)Nc1cccnc1	i	16%	8	5%	5	1%	4%	0%	·	PMK inhibit pilot replicates=3.0;MK inhibit pilot replicates=0.0;Spn DPM-DC inh pilot screen %=0.0
O=C(CSc1ccccc1)Nc1ccccc1N1CCOCC1	i	13%	0	1%	0	-1%	2%	0%	·
Cc1nc2c(c(=O)n1CC1CCCO1)c1nc3ccccc3nc1n2CCC(C)C (stereo not given)	·	10%	0	18%	3	10%	-4%	3%	0%
Cn1c(=O)[nH]c(=O)c2c1nc(NCCCO)n2CCCc1ccccc1	i	8%	1	-10%	10	0%	2%	-16%	12%
CC(=O)NCCOc1cccc(OCCNC(C)=O)c1	i	6%	7	8%	6	-1%	0%	3%	7%	PMK inhibit pilot replicates=0.0;MK inhibit pilot replicates=1.0;Spn DPM-DC inh pilot screen %=2.0
CN(CCCn1c(=S)[nH]c2ncccc2c1=O)Cc1ccccc1	i	2%	7	-14%	10	-30%	-16%	15%	10%
CCC1(c2ccc(F)cc2)NC(=O)N(CC(=O)N2CCOCC2)C1=O (stereo not given)	i	3%	9	1%	0	6%	2%	5%	2%
O=C(Nc1nccs1)C1CCCN(S(=O)(=O)c2cccc3cccnc23)C1 (stereo not given)	i	8%	2	-3%	0	-15%	4%	11%	0%
OCCN1CCN(CC#CCn2c3ccccc3c3ccccc32)CC1	i	8%	11	16%	4	21%	-5%	14%	3%
CCOC(=O)c1sc2cccc(F)c2c1N	·	8%	0	-8%	11	-2%	1%	5%	6%	PMK inhibit pilot replicates=4.0;MK inhibit pilot replicates=0.5
CCc1nnc(NC(=O)CSc2nc(-c3ccc(OC)cc3)ns2)s1	i	16%	0	12%	10	1%	3%	-7%	·	PMK inhibit pilot replicates=2.0;MK inhibit pilot replicates=0.0;Spn DPM-DC inh pilot screen %=0.5
Cn1c(SC2=CS(=O)(=O)c3ccccc32)nc2ccccc21	i	14%	11	87%*	15	50%	1%	13%	-5%
O=C(c1ccc(COc2ccccc2Cl)o1)N1CCN(c2ccccc2)CC1	i	10%	0	24%	14	-5%	-5%	4%	6%
CC/C(O)=C(/C#N)c1nnc2n1CCCCC2	i	17%	5	-4%	16	2%	8%	-9%	-13%	PMK inhibit pilot replicates=2.0;MK inhibit pilot replicates=0.0;Spn DPM-DC inh pilot screen %=1.5
COc1ccc(NC(=O)c2cc3c(=O)n(C)c4ccccc4c3n2C)cc1OC	i	1%	8	10%	8	7%	-3%	11%	·
Cc1csc(NC(=O)CSc2nc(C(C)C)nc3c2c(=O)n(C)c(=O)n3C)n1	i	4%	7	8%	0	2%	3%	5%	8%
CC1CCN(S(=O)(=O)c2ccc(F)c(C(=O)O)c2)CC1	i	12%	5	-10%	10	-13%	-5%	7%	0%
CCOCCCNC(=O)C1CCC(CNS(=O)(=O)c2cccc3nsnc23)CC1 (stereo not given)	i	15%	5	7%	13	5%	-3%	4%	·	PMK inhibit pilot replicates=2.5;MK inhibit pilot replicates=0.0;Spn DPM-DC inh pilot screen %=0.5
Cn1c(SCC(=O)Nc2nccs2)nnc1C12CC3CC(CC(C3)C1)C2	i	4%	4	15%	5	0%	0%	-4%	-2%
Cc1c(C(=O)N2CCN(c3ccccn3)CC2)sc2ncnc(N3CCN(c4ccccc4)CC3)c12	i	7%	9	21%	0	19%	0%	0%	·
COc1ccc(C2CCCN2C(=O)Nc2cccc(C(C)=O)c2)cc1OC (stereo not given)	i	6%	0	-3%	14	-8%	-9%	-8%	·
C=CCOc1c(Br)cc(CNn2nnnc2N)cc1OCC	i	-4%	6	-5%	2	-5%	-5%	14%	5%
CN1CCN(C(=O)c2ccccc2N(Cc2ccccc2)S(C)(=O)=O)CC1	i	14%	1	23%	2	-4%	-6%	1%	6%	PMK inhibit pilot replicates=0.0;MK inhibit pilot replicates=0.0;Spn DPM-DC inh pilot screen %=3.0
CCN(CC)CCNC(=O)c1ccc2c(=O)n(CCc3ccccc3)c(=O)[nH]c2c1	i	2%	10	-18%	0	-15%	-7%	-1%	·
COc1cc(C2C3=C(CC(C)(C)CC3=O)N(C)C(=O)N2C)cc(OC)c1OC (stereo not given)	i	2%	11	-21%	6	-12%	-2%	1%	3%

Structures from the list above that contain two or more sulfur atoms:
SMILES	Spn DPM-DC inh	TNAP inhibition	MK inhibit	HPDE-C7K KRASV12	PMK inhibit	HPDE-C7 cytotoxicity	Bfl-1 displacement	HT1080 viability	LYP inhibition	others
Cc1cc(C(=O)Nc2sc3c(c2C#N)CCCCC3)cs1	i	17%	5	24%	2	18%	5%	10%	·	PMK inhibit pilot replicates=0.0;MK inhibit pilot replicates=0.0;Spn DPM-DC inh pilot screen %=4.5
CCc1cc2c(SCC(=O)c3cccs3)ncnc2s1	i	13%	4	·	8	·	2%	6%	·
O=C(Nc1nccs1)C1CCCN(S(=O)(=O)c2cccc3cccnc23)C1 (stereo not given)	i	8%	2	-3%	0	-15%	4%	11%	0%
CCc1nnc(NC(=O)CSc2nc(-c3ccc(OC)cc3)ns2)s1	i	16%	0	12%	10	1%	3%	-7%	·	PMK inhibit pilot replicates=2.0;MK inhibit pilot replicates=0.0;Spn DPM-DC inh pilot screen %=0.5
Cn1c(SC2=CS(=O)(=O)c3ccccc32)nc2ccccc21	i	14%	11	87%*	15	50%	1%	13%	-5%
Cc1csc(NC(=O)CSc2nc(C(C)C)nc3c2c(=O)n(C)c(=O)n3C)n1	i	4%	7	8%	0	2%	3%	5%	8%
CCOCCCNC(=O)C1CCC(CNS(=O)(=O)c2cccc3nsnc23)CC1 (stereo not given)	i	15%	5	7%	13	5%	-3%	4%	·	PMK inhibit pilot replicates=2.5;MK inhibit pilot replicates=0.0;Spn DPM-DC inh pilot screen %=0.5
Cn1c(SCC(=O)Nc2nccs2)nnc1C12CC3CC(CC(C3)C1)C2	i	4%	4	15%	5	0%	0%	-4%	-2%

Source: PubChem
